# STK33 inh: inhibitors of human STK33 kinase | inhibition, % at 10 µM | hit rate 0.073% among 320,000 | purified STK33, MBP phosphorylation, ADP-Glo luminescence | AID 2661;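 active = inhibition at or above 25%, using the most active replicate where run in duplicate; inactive = inhibition below 25%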
# KCNQ2 inh: KCNQ2 potassium channel inhibitors, primary screen, cell-based, CHO-K1, FluxOR thallium flux, B-score (AID 2156); O88943; 20 min; hits give low values; hit rate 1.1% among 310,000; B-score at 10 µM;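 active = fluorescence ratio B-score at most minus 3 library SDs, with starting brightness B-score within 2 library SDs, cut at about -5.5 in these data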
# Target sequence (O88943 whole entry, looked up): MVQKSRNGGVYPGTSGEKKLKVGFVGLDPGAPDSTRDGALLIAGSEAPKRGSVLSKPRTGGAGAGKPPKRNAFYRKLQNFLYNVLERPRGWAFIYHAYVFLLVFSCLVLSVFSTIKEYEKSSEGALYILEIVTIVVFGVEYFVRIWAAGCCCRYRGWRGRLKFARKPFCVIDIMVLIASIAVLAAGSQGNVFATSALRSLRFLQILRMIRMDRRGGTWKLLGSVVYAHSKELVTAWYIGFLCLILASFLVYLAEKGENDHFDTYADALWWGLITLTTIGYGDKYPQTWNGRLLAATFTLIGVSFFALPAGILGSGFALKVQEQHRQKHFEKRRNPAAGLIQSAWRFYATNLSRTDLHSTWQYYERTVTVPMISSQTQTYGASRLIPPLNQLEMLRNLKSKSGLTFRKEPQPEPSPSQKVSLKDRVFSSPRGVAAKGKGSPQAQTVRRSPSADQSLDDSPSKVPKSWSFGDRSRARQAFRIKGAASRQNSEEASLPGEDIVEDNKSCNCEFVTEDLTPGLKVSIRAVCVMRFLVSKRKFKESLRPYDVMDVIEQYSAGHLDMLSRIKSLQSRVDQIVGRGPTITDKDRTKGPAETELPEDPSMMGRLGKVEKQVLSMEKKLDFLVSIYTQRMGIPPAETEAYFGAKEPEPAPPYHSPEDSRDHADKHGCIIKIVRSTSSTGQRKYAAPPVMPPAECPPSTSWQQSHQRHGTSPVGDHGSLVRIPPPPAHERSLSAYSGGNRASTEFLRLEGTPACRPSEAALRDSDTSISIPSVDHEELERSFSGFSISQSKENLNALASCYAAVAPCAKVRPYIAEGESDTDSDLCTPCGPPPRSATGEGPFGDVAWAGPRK
# Kir21 inh: blocks the mouse Kir2.1 inward-rectifier potassium channel | HEK293-Kir2.1, FluxOR thallium flux fluorescence; hits give low values | P35561 | AID 1672 | B-score at 10 µM | hit rate 0.85% among 310,000;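 active = fluorescence ratio B-score at or below minus 3 SD of library scores, with starting-brightness B-score within 2 SD, cut at about -4.2 in these data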;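 note: channel flux triggered by added potassium and thallium sulfate stimulus; B-score of peak minus minimum fluorescence over baseline after thallium stimulus; more negative B-score means stronger Kir2.1 block with less thallium influx; some compounds called inactive have numbers as strong as hits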
# The depositor's hits bear a star; i = inactive; x = no result given.
KCNQ2 inh	STK33 inh	Kir21 inh	SMILES
i	-0.6	0	Cc1nc2sccn2c1-c1nc(-c2cc3ccccc3o2)cs1
i	-1.7	0.16	COc1ccc(C23CC4CC(CC(C(=O)O)(C4)C2)C3)c(F)c1
i	0.4	-0.24	N#Cc1cccc(C#N)c1Oc1ccc(N)cc1
i	0.1	1.6	COc1ccc(C(=O)C2CCCN(S(=O)(=O)c3cccc(C)c3)C2)c(C)c1 (stereo not given)
i	-1.4	-0.77	Fc1ccc(/C=C2\CCCC3=C2Nc2ncnn2C3c2ccc(F)cc2)cc1 (stereo not given)
i	-0.9	-0.24	N#Cc1cc[n+](CC(=O)c2ccc(NC(=O)c3ccccc3)cc2)cc1
i	-0.1	0.94	Nc1c(N(Cc2ccccc2)C(=O)COc2cccc(Cl)c2)c(=O)[nH]c(=O)n1Cc1ccccc1
i	-0.4	-1.4	CCNc1ccc(C(=O)OCC(=O)NCc2ccc(C)cc2)cc1[N+](=O)[O-]
i	0.5	0.09	CCN1CCN(CCCNC(=O)C2c3ccccc3C(=O)N(c3ccc(OC)cc3)C2c2ccc(OC)cc2)CC1 (stereo not given)
i	-1.6	1.4	Cn1c(SCC(=O)NC2CC2)nnc1C(F)(F)F
i	-1.8	1.2	C/C(=N\NC(=O)c1nnn(-c2nonc2N)c1-c1cccs1)c1cccnc1
i	-1.5	1.1	O=C(c1ccc(CS(=O)c2ccccc2Cl)o1)N1CCOCC1 (stereo not given)
i	-0.9	0.74	Cc1cccc(NC(=O)CN2C(=O)S/C(=C\c3cccn3-c3cccc(C(=O)O)c3)C2=O)c1
i	0.0	1.1	COc1ccc(-c2nnc(NC(=O)c3ccccc3C)o2)cc1
i	-0.5	0.97	CSc1ccccc1C(=O)N1CCCCC1
i	0.1	0.58	Cc1cccc(Cn2c(SCC(=O)Nc3ccccc3)nc3c2c(=O)[nH]c(=O)n3C)c1
i	-1.8	0.09	Cc1cccnc1NC(=O)C1COc2ccccc2O1 (stereo not given)
i	-2.4	1.3	CCOc1cc(C=O)c(Br)cc1OC1CCCC1
i	3.9	-0.08	O=C(c1ccco1)N1CCN(c2nc3ccccc3c(=O)n2-c2ccccc2)CC1
i	2.6	0.12	O=C(OCCN1C(=O)c2ccccc2C1=O)c1ccc(S(=O)(=O)N2CCCCCC2)cc1
i	-0.9	0.44	CCN(CC)C1CCCCC1NS(=O)(=O)c1ccc(Cl)cc1 (stereo not given)
i	0.3	-2.1	CCN1CCCC1CNCc1ccccc1OCc1ccc(F)cc1 (stereo not given)
i	-0.2	-1.2	Cc1cccc(NC(=O)CSc2nnc(Cc3ccccc3)o2)c1
i	0.6	0.62	CCCCC(=O)Nc1c2c(nn1-c1ccc([N+](=O)[O-])cc1)CS(=O)(=O)C2
i	0.0	-0.76	CC(=O)c1c(C)[nH]c(C2=NNC(=NC(C)(C)C)SC2)c1C

# Among those listed so far, these contain a Cl atom.
KCNQ2 inh	STK33 inh	Kir21 inh	SMILES
i	-0.1	0.94	Nc1c(N(Cc2ccccc2)C(=O)COc2cccc(Cl)c2)c(=O)[nH]c(=O)n1Cc1ccccc1
i	-1.5	1.1	O=C(c1ccc(CS(=O)c2ccccc2Cl)o1)N1CCOCC1 (stereo not given)
i	-0.9	0.44	CCN(CC)C1CCCCC1NS(=O)(=O)c1ccc(Cl)cc1 (stereo not given)

# Going on with the list.
KCNQ2 inh	STK33 inh	Kir21 inh	SMILES
i	-1.6	0.37	CN1N=C2c3ccccc3CCC2C1c1ccc(C(F)(F)F)cc1 (stereo not given)
i	-2.6	0.99	O=C(O)CC(NNC(=O)c1ccccc1)C(=O)Nc1ccc([N+](=O)[O-])cc1 (stereo not given)
i	0.3	0.46	COCCNC(=O)C1(C)C=CC2(CCCCC2)N1C(=O)c1ccccc1 (stereo not given)
i	-0.2	0.36	Cc1cc(OCC(=O)C(C)(C)C)c2c(C)c(C)c(=O)oc2c1
i	0.6	0.07	Cn1c(=O)c2c(nc(SCC(=O)NC3CCCC3)n2C)n(C)c1=O
i	0.3	-1.4	Cc1cccc(C2c3[nH]c4ccccc4c3CCN2C(=O)c2cc(CC(C)C)[nH]c(=O)n2)n1 (stereo not given)
i	-1.8	0.95	COc1cc(C(=O)NNC(=O)C2CCCC2)cc(OC)c1OC
i	-0.6	-0.49	CCOc1ccc(-c2[nH]ncc2Oc2ccccc2OC)c(O)c1
i	-0.4	1.5	CCOC(=O)C1C(C)=C(Nc2ccc(OC)cc2)C(=O)N1c1ccc(OC)cc1 (stereo not given)
i	-0.7	-0.23	CC(O)c1nc2ccccc2n1CC(=O)Nc1ccc(F)cc1Cl (stereo not given)
i	-0.2	0.55	C/C(CC(=O)Nc1ccc2c(c1)OCCO2)=N\NC(=O)c1ccccc1Cl
i	-0.4	-0.02	CC(=O)Nc1c2c(nn1-c1cccc(C)c1)CSC2
i	-1.0	-0.36	O=C(NCc1ccc(F)cc1)c1cc(-c2cccs2)on1
i	-0.4	1.6	CCCCCC1CCC(c2nnc(SCC(C)=O)o2)CC1 (stereo not given)
i	0.0	-3.5	CCOc1ccc(-n2ccnc2SCC(=O)NCc2ccc3c(c2)OCO3)cc1
i	1.8	-1.8	Nc1nc2c(s1)CC(c1ccccc1)CC2 (stereo not given)
i	-0.5	2.2	CCN(C(=O)Cc1c(C(=O)O)n(C)c2ccccc12)c1cc(OC)ccc1OC
i	0.5	-0.02	O=C(Nc1cccc(Cl)c1)Nc1nnc(-c2ccccc2)o1
i	-1.2	1.9	COc1cc(CN2CCN(c3cccc(C)c3C)CC2)cc(Br)c1O
i	-1.6	0.08	COC(=O)NC1CSCC1OC(=O)CCN1C(=O)c2ccccc2C1=O (stereo not given)
i	-0.8	-1.4	COC(=O)CSc1ncnc2c1sc1nc(N3CCOCC3)c3c(c12)CCCC3
i	0.1	-0.72	C=CCn1c(SCC(=O)Nc2cc(C)ccc2OC)nnc1-c1ccco1
i	-1.1	0.69	NS(=O)(=O)c1ccc(Sc2ccccn2)c([N+](=O)[O-])c1
i	-0.1	0.36	Cc1ncsc1C(=O)Nc1nc2c(s1)CC(C)CC2 (stereo not given)
i	x	0.71	CN(CC(=O)Nc1cccc(F)c1)C(=O)c1cc(-c2ccccc2)nc2ccccc12
i	0.0	-4.6*	CCCn1c2ccccc2c2cnn(CC(=O)NCCCN3CCN(c4ccccc4)CC3)c(=O)c21
i	-0.7	-1.8	CCn1cc(CNC(=O)CSc2nc(-c3ccc(OC)c(OC)c3)cc(C(F)(F)F)n2)c(C)n1
i	0.1	-0.31	O=C(Nc1ccc(OC(F)(F)F)cc1)Nc1cccc([N+](=O)[O-])c1
i	-0.7	0.52	CN(CC(=O)Nc1ccc(N2CCOCC2)cc1)C(=O)CCCOc1ccc(Cl)cc1Cl
i	-0.3	1.1	CCOc1ccc2c(CC)cc(=O)oc2c1OCC
i	-0.4	-0.03	Cc1ccc(S(=O)(=O)N2CCC(C(=O)NNC(=O)c3ccncc3)CC2)cc1
i	0.6	1.3	COCCNC(=O)c1cc2nc(-c3ccccc3)cc(C)n2n1
i	-1.3	-0.05	O=C(NN1CCN(Cc2ccccc2)CC1)c1ccc(Cl)cc1
i	-1.9	-1.4	Cc1occc(=O)c1OCc1ccc(F)cc1
i	1.7	0	O=C(Nc1cnc2ccccc2c1)C1COc2ccccc2O1 (stereo not given)
i	0.4	0.14	CN(CCOc1ccccc1)C(=O)c1ccc(OC2CCN(C(=O)C3CC3)CC2)cc1
i	-0.5	-0.37	CCn1c(SCC(=O)Nc2ccc3c(c2)OCCO3)nnc1-c1ccncc1
i	x	0.13	O=C1NC2=C(C(=O)CCC2)C(c2cccc([N+](=O)[O-])c2)N1 (stereo not given)
i	-0.7	2.9	Cc1ccc(S(=O)(=O)NC(Cc2ccc(Cl)cc2)C(=O)O)cc1 (stereo not given)
i	0.3	-0.18	O=C(OCC(=O)N1CCc2ccccc21)c1cccnc1
i	-0.9	-0.29	CC(=O)N1CCc2c(sc(NC(=O)Cc3ccccc3)c2C#N)C1
i	-0.9	-0.7	COc1ccccc1N=C1SCC(=O)N1c1ccccc1OC
i	-1.3	2.1	Cc1csc(NC(=O)C2CCN(C(=O)CSc3nnc(C)n3Cc3ccccc3)CC2)n1
i	1.0	-0.09	FC(F)(F)c1ccc(/C=N/n2c(C3CCCCC3)n[nH]c2=S)cc1
i	-0.8	2.1	COCCCNC(=O)COC(=O)c1ccc(-c2nc3ccccc3s2)s1
i	-1.5	-1.6	CCC(C)c1ccc(NC(=S)NCCn2cc(Cl)cn2)cc1 (stereo not given)
i	-2.6	0.72	CCN1CCN(c2ccc(S(=O)(=O)N3CCOCC3)cc2NC(=O)c2sccc2C)CC1
i	-0.4	1.2	CC(C)Cn1c(SCC(=O)NC(=O)NC2CCCC2)nc2ccccc21
i	-0.8	-0.83	Cc1cc(C)nc(Nc2ccc(C(=O)O)cc2)n1
i	-0.1	-1.4	CC(C)C(CCNC1CCN(C)CC1)c1ccc(Cl)cc1 (stereo not given)

# The listing continues.
KCNQ2 inh	STK33 inh	Kir21 inh	SMILES
i	-0.9	0.71	CCCN1CCN(C(=O)c2ccccc2-c2nc3ccccc3s2)CC1
i	-2.4	-0.1	O=C(O)COCC(=O)Nc1ccc(-n2nc(C(F)(F)F)cc2-c2cccs2)cc1
i	-0.4	1.9	C=CCNS(=O)(=O)c1ccc(N2C(=O)c3ccccc3C2=O)cc1
i	-0.7	-0.5	COc1ccc(-c2nn(-c3ccccc3)cc2/C=N/Nc2ccccn2)cc1OC
i	x	-1	CCOC(=O)C1=C(CC)Nc2ccccc2N/C1=N\S(=O)(=O)c1cc(Br)ccc1Br
i	0.4	-0.03	O=C(c1ccc(C(F)(F)F)cc1)C1CCCN(C(=O)Cn2cncn2)C1 (stereo not given)
i	-1.4	-1.1	NC(=O)C1(N2CCCCC2)CCN(S(=O)(=O)c2cc(Cl)sc2Cl)CC1
i	2.0	0.43	c1csc(CNCCN2CCOCC2)c1
i	-0.5	0.13	COC(=O)c1c(-c2ccc(F)cc2)csc1NC(=O)C1CCCO1 (stereo not given)
i	2.3	0.19	Brc1ccccc1/C=N/N1CCCCC1
i	-0.7	0.42	Cc1c(CN2CCN(CC(C)(C)C)C(CCO)C2)[nH]c2ccccc12 (stereo not given)
i	-1.1	0.56	COc1cccc(-c2nnc3sc(-c4ccccc4)nn23)c1
i	2.8	-1.2	CCOc1ccccc1C(=O)NCC(=O)N(C)Cc1ccccc1C
i	-2.4	-0.98	CCc1nc(Nc2ccc(OC)c(OC)c2)c2nnn(Cc3ccccc3Cl)c2n1
i	-0.5	2.3	CCOC(=O)N1CCN(CC(O)COCCC23CC4CC(CC(C4)C2)C3)CC1 (stereo not given)
i	0.4	-0.09	CCCc1nnc(NC(=O)C2CCN(C(=O)c3ccco3)CC2)s1
i	-1.1	-2.3	Cc1ccc(CCNC(=O)c2ccc(CS(=O)(=O)c3ccccc3C)o2)cc1
i	-1.3	0.41	CC(=O)Nc1ccc(S(=O)(=O)N=S(C)(C)=O)cc1
i	-0.3	1.4	CCC(C)NC(=O)COC(=O)c1csc2c1CCCC2 (stereo not given)
i	-1.0	0.13	O=C(CCCC(=O)N/N=C/c1ccccc1C(=O)O)N/N=C/c1ccccc1C(=O)O
i	1.5	0.08	COc1ccc(/C(O)=C2\C(=O)C(=O)N(Cc3ccco3)C2c2ccc(OC)cc2OC)cc1 (stereo not given)
i	-0.1	1.1	CCOc1cc(/C=N/n2c(C)nc3ccccc3c2=O)ccc1O
i	-1.1	-0.01	CC1CCCC(NC(=O)/C=C/c2c(F)cccc2Cl)C1C (stereo not given)
i	-1.5	0.87	C/C(=N\NC(=O)c1cccnc1)c1cc(C)oc1C
i	-1.2	1.9	CC(C)CNC(=O)c1ccccc1NC(=O)Nc1ccccc1

# 5 compounds from above with just Kir21 inh.
Molecule	Kir21 inh
NC(=O)C1(N2CCCCC2)CCN(S(=O)(=O)c2cc(Cl)sc2Cl)CC1	-1.1
c1csc(CNCCN2CCOCC2)c1	0.43
COC(=O)c1c(-c2ccc(F)cc2)csc1NC(=O)C1CCCO1 (stereo not given)	0.13
Brc1ccccc1/C=N/N1CCCCC1	0.19
Cc1c(CN2CCN(CC(C)(C)C)C(CCO)C2)[nH]c2ccccc12 (stereo not given)	0.42

# Ordered by SMILES length (falling): some entries from above.
KCNQ2 inh	STK33 inh	Kir21 inh	SMILES
i	-1.1	-2.3	Cc1ccc(CCNC(=O)c2ccc(CS(=O)(=O)c3ccccc3C)o2)cc1
i	-0.7	-0.23	CC(O)c1nc2ccccc2n1CC(=O)Nc1ccc(F)cc1Cl (stereo not given)
i	-0.6	0	Cc1nc2sccn2c1-c1nc(-c2cc3ccccc3o2)cs1

# Later entries:
KCNQ2 inh	STK33 inh	Kir21 inh	SMILES
i	-1.2	0.02	Cc1ccc(NC(=O)CCN2CCC(C(N)=O)CC2)cc1
i	-0.7	-0.64	Cc1ccccc1C(=O)NCc1nnc(SCC(=O)N2c3ccccc3Sc3ccccc32)n1C
i	0.4	0.15	O=S(=O)(c1ccc2nc(N3CCN(c4ccc(F)cc4)CC3)ccc2c1)N1CCCCC1
i	-1.4	0.56	Cc1nnc(SCC(=O)Nc2cccc(S(=O)(=O)NC3=NCCCCC3)c2)n1Cc1ccccc1
i	x	-0.04	O=C(CCl)Nc1cc(SCC(O)CO)cc([N+](=O)[O-])c1 (stereo not given)
i	0.0	1.2	Cc1sc(-c2ccccn2)nc1OC(=O)c1ccc(Cl)cc1
i	0.4	-0.06	CC(=O)N1C(=O)C2(C(C#N)=C(N)Oc3n[nH]c(-c4ccccn4)c32)c2ccccc21 (stereo not given)

# Source: PubChem BioAssay (several laboratories)
